Assay outcomes deposited in PubChem BioAssay by several laboratories.
HIF-2a block – HIF-2a reporter inhibitors, primary screen, luminescence, 786-0 RCC cells | 786-0 RCC cells HIF-2a reporter, luciferase luminescence, overnight | inhibition, % at 18.8 µM | hit rate 0.72% among 360,000;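 active = inhibition of the luminescence signal of 40% or more relative to plate controls, in a single-dose primary screen at 18.75 µM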
hiPSC survival – enhancers of single-cell hiPSC survival, primary screen, ATPlite luminescence; 100% = ROCK inhibitor wells, 0% = DMSO; survival enhancement, % at 20 µM; hit rate 0.044% among 360,000; in the data active = survival enhancement above about 18%;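 note: cells exposed to compounds for 16 hours before the ATP read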
PDI turbidity – inhibitors of human PDI, primary screen, biochemical, turbidity, single point, plate reader; hit rate 0.052% among 350,000; Protein disulfide-isomerase (Homo sapiens), P07237; PDI insulin aggregation turbidity, A650, 90 min; AID 588391, 2011; inhibition, % at 10 µM;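 active = mean inhibition across replicates of 30% or more, whatever share of single replicates reach that level; inconclusive = mean inhibition below 30% while every single replicate reaches 30%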;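 note: absorbance from insulin aggregation driven by PDI reduction with DTT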
Target sequence (P07237 whole entry, looked up): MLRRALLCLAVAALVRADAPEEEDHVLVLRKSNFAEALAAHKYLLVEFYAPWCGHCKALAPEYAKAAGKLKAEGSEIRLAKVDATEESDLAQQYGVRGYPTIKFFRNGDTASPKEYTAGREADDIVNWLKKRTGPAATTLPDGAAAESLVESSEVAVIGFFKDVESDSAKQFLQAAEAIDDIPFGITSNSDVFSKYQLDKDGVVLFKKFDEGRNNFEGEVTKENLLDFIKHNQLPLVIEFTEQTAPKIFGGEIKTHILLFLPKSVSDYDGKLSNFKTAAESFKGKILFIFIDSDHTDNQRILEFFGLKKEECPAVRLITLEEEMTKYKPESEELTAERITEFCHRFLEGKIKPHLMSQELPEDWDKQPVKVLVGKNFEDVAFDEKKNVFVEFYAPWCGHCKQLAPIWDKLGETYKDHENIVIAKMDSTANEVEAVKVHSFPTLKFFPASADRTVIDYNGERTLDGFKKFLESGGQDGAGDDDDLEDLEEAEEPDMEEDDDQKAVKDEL
NR2E3 ag-1 – NR2E3 agonists in two-hybrid cells, primary screen, cell-based, luminescence, CHO-S, Gal4-NCOR/VP16-NR2E3; luciferase; inhibition of corepressor binding, % at 3.98 µM; hit rate 0.35% among 360,000; AID 602229, 2012;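 active = inhibition above the mean of all tested compounds plus 3 SD, cut at about 70% in these data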;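 note: 0% = DMSO with NR2E3 transfected cells and 100% = cells lacking NR2E3 construct; higher means lower luciferase signal from less NR2E3 corepressor binding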
Target sequence (Q9Y5X4 whole entry, looked up, the tested form may be a part): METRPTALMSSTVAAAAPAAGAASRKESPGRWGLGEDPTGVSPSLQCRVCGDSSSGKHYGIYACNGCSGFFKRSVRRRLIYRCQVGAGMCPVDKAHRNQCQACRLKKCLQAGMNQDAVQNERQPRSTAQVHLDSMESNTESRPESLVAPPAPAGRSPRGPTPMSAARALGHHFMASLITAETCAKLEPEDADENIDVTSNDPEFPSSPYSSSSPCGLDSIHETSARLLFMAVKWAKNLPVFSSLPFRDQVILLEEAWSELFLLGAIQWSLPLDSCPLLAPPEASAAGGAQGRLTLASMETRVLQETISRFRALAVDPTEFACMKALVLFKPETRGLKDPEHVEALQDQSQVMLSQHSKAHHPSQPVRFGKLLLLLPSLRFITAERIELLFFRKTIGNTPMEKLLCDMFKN
TRPM1 prom inh – inhibitors of MITF-dependent TRPM1 promoter reporter, primary screen, cell-based, SK-MEL-5, single point, luciferase; SK-MEL-5 TRPM1 promoter luciferase, 24 h; inhibition, % at 12.5 µM; hit rate 0.83% among 330,000; AID 488899, 2010;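 active = mean inhibition across replicates of 60% or more, whatever share of single replicates reaches that level; inconclusive = some that reach 60%, reason not given; inactive = mean inhibition across replicates below 60%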; note: values of inactives mirror those of a sister screen read the other way
Vif imaging – HIV Vif self-association inhibitors, primary screen, imaging, HEK293T, single point; HEK293T cells, Vif self-association by quenched fluorescence, 24 h; inhibition, % at 7.49 µM; hit rate 0.35% among 340,000; in the data active = inhibition above about 50%, passing the limit was not always enough; inconclusive = no clear call, values can overlap the other calls; inactive = below about 31%; note: some results filed as inactive read as strong as hits
CaV13 ICDI inh – Primary screen for inhibitors of IQ motif and Ca2+-dependent inactivation inhibitor domain binding in CACNA1D, Förster resonance energy transfer in living cells, …; HEK cells, CFP/YFP FRET ICDI-IQ, plate reader, 10 min; percent FRET-ratio fall versus neutral wells; inhibition, % at 12.3 µM; hit rate 0.098% among 340,000;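 active = mean replicate inhibition of at least 30% and at least 1% of replicates passing that level; inconclusive = only one of the two criteria is met; inactive = neither criterion is met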;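 note: 0% = median of the neutral control wells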
NR2E3 ag-2 – inhibitors of NR2E3-RetCOR corepressor binding, primary screen, NR2E3 agonist project, biochemical, TR-FRET, GST-NR2E3, biotin-RetCOR. inhibition of corepressor binding, % at 4.78 µM. hit rate 0.12% among 320,000. Photoreceptor-specific nuclear receptor (Homo sapiens), Q9Y5X4. 1536-well. AID 2300, 2010;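 active = percent inhibition above the cutoff of mean plus 3 SD of all tested compounds, set per screening campaign, cut at about 20% in these data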;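 note: 0% = DMSO wells and 100% = biotin wells as full block of FRET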
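Format: 1536-well format; test system: GST-NR2E3 and biotin-RetCOR proteins; read-out basis: percent inhibition of TR-FRET ratio; timing: 5 h incubation at 4 °C; detection: time-resolved FRET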
Granule exo inh – LAMP-1 surface exposure blockers, TALL-104 cells – cell-based, flow cytometry, MLPCN library, primary screen; TALL-104 LAMP-1 surface exposure; cells stimulated with thapsigargin and PMA; hit rate 0.66% among 360,000; inhibition, % at 10 µM;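 active = inhibition above about 55%, limit read from the data; inconclusive = no clear call, values can overlap the other calls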
aDG glyco act – activators of alpha-DG glycosylation, primary screen, uHTS, Pro5-aDG cells, AlphaScreen; activation, % at 10 µM; hit rate 0.22% among 360,000; alpha-DG glycosylation AlphaScreen (IIH6); 0% Pro5, 100% B10-LARGE cell signal;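 active = activation of at least 8% versus controls, or a plate z-score of at least 8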;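 note: Pro5 are CHO cells carrying HIG-tagged alpha-DG that lacks glycosylation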
Peg3 prom inh – Peg3 promoter-driven luciferase inhibitors, primary screen, cell-based, HeLa, luciferase luminescence | AID 588405, 2011 | hit rate 1.7% among 360,000 | HeLa PEG-Prom luciferase reporter, overnight | inhibition, % at 20 µM;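 active = inhibition of at least 50% at 20 µM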
Active calls of the source: *; u = inconclusive; x = no result given.

1: Cc1ccc2nc(SCC(=O)Nc3ncccn3)[nH]c2c1
2: CCCN(CCC)CCNC(=O)c1cc2c(=O)n(CC)c3ccccc3c2s1
3: COc1cc(/C=N/NC(=O)NC23CC4CC(CC(C4)C2)C3)ccc1O
4: CC(=O)c1ccc(N2CCN(S(=O)(=O)c3ccc4c(c3)CC(C)N4C(=O)C3CC3)CC2)cc1 (configuration not stated)
5: Cc1cccc(C)c1OCC(O)CNC(C)(C)C (configuration not stated)
6: CC1=CC(=O)Nc2ccccc2S1
7: O=C(NCCc1ccccc1)c1ccc(NS(=O)(=O)c2ccc3[nH]c(=O)[nH]c3c2)cc1
8: Cc1[nH]n(-c2ccc(F)cc2)c(=O)c1C=Nc1ccc(S(=O)(=O)N(C)C)cc1

assay / entry,1,2,3,4,5,6,7,8
HIF-2a block,-28,6,11,8,9,-85,-100,26
Vif imaging,8,-13,-4,-3,2,-4,4,4
NR2E3 ag-2,0,0,2,0,3,x,0,3
CaV13 ICDI inh,-6,-5,-5,-7,-4,-6,-4,-5
Peg3 prom inh,6,26,8,-13,5,-58,-130,3
hiPSC survival,-0.7,1.2,-0.1,-0.1,0.5,2.4,-0.4,-2.0
PDI turbidity,-7,0,3,-5,-6,-1,8,3
aDG glyco act,-0.2,0.2,0.1,5.0,0.2,-0.3,0.0,-0.1
NR2E3 ag-1,-16,15,-16,-16,-3,-42,-39,-8
Granule exo inh,3,22,-18,14,-3,-6,-2,0
TRPM1 prom inh,-7,-6,-20,28,8,9,-45,8

9: O=C(NCCN1CCNC1=O)C1CCC(=O)N(CCc2ccc(Cl)cc2)C1 (configuration not stated)
10: CC1NC(=O)c2cc3ccccc3cc2-n2c1nc1cc(Cl)ccc1c2=O (configuration not stated)
11: Cc1csc(SCC(=O)Nc2cc(F)ccc2C)n1
12: COC(=O)Cc1cnc(NC(=O)C2C3CCC(C3)C2C(=O)O)s1 (configuration not stated)
13: CCCCC(=O)O
14: CCCNC(=O)C1(C)CCN(C(=O)Cc2ccc(OC)c(OC)c2)C1 (configuration not stated)
15: CCOC(=O)C1(Cc2ccccc2)NC(c2ccccc2F)C2C(=O)N(CC)C(=O)C21 (configuration not stated)
16: O=C(c1cccc(F)c1)N1CCN(c2ccc([N+](=O)[O-])c(N3CCCCC3)c2)CC1

assay / entry,9,10,11,12,13,14,15,16
HIF-2a block,-54,10,7,11,13,0,12,-18
Vif imaging,5,3,-6,-4,-13,4,-2,-11
NR2E3 ag-2,x,x,x,1,-2,x,1,-2
CaV13 ICDI inh,-2,-3,-5,x,x,-5,-4,-5
Peg3 prom inh,-41,11,2,-1,-6,-4,1,3
hiPSC survival,0.4,3.6,-0.8,-0.6,0.2,8.0,-2.1,-1.4
PDI turbidity,-2,-4,-7,2,x,1,-1,5
aDG glyco act,0.0,-0.2,0.2,-0.1,-0.4,-0.2,0.4,2.4
NR2E3 ag-1,-17,-11,-58,-5,1,34,9,-39
Granule exo inh,0,-4,0,1,-4,1,-1,0
TRPM1 prom inh,-2,x,x,8,x,x,13,18

17: COc1ccc(CNC(=O)[C@H](Cc2ccccc2)NC(=O)CC[C@H]2O[C@@H](n3ccc(=O)[nH]c3=O)[C@H](O)[C@@H]2O)cc1
18: C/C(=N/NC(=O)C1CCCC1)c1ccc(NC(=O)C(F)(F)F)cc1
19: O=C(c1ccc2nsnc2c1)N1CCN(c2ccc([N+](=O)[O-])cc2)CC1
20: COc1ccc(-n2c(=O)cc(N3CCN(c4ccccc4)CC3)[nH]c2=O)cc1
21: CC(C)N1CCN(Cc2ccc(OC3CCCC3)cc2)CC1CCO (configuration not stated)
22: CC(=O)Nc1nc(CC(C)C)cc(-c2ccco2)c1C#N
23: O=C(NNc1ccccc1C(F)(F)F)c1cccs1
24: O=C(O)c1ccc(/C=C/c2ccc3cccc(O)c3n2)cc1

assay / entry,17,18,19,20,21,22,23,24
HIF-2a block,9,-1,19,-7,18,6,15,-166
Vif imaging,x,10,-9,x,7,9,-2,-12
NR2E3 ag-2,x,0,0,3,3,0,4,x
CaV13 ICDI inh,-3,-3,-5,-4,-6,-5,-2,-4
Peg3 prom inh,6,-24,24,-222,10,27,-4,-223
hiPSC survival,4.4,-0.4,-0.3,-2.4,-0.6,-2.2,-0.8,3.9
PDI turbidity,x,12,0,-1,9,-5,2,1
aDG glyco act,-0.2,-0.1,0.6,-0.1,0.0,-0.1,0.0,0.1
NR2E3 ag-1,-23,-16,12,-12,-7,0,9,-148
Granule exo inh,-8,0,2,7,12,-1,-8,-3
TRPM1 prom inh,x,6,2,7,5,18,6,-87

25: O=C(C1CCCN(Cc2nc(-c3cccs3)no2)C1)N1CCOCC1 (configuration not stated)
26: Fc1cccc2sc(Nc3nnc(-c4ccccc4)o3)nc12
27: O=C(O)c1cc2ccc3ccccc3c2[nH]1
28: CCC(C)c1ccccc1OCCOCCN1CCCC1 (configuration not stated)
29: CC(C)OCCCn1c(SC(C)C(=O)NCC2CCCO2)nc2cc(Cl)ccc2c1=O (configuration not stated)
30: Nc1nc(NCCCN2CCOCC2)nc(Nc2ccccc2)c1[N+](=O)[O-]
31: Cc1ccc(F)cc1NC(=O)CN1C(=O)NC(C)(c2ccc3c(c2)OCCO3)C1=O (configuration not stated)
32: O=[N+]([O-])c1cccc(CN2CCC(Cc3ccccc3)CC2)c1

assay / entry,25,26,27,28,29,30,31,32
HIF-2a block,-5,-172,3,15,5,-13,-2,10
Vif imaging,2,x,21,1,-10,-1,2,1
NR2E3 ag-2,0,1,0,2,-2,1,2,-1
CaV13 ICDI inh,-2,-9,-8,-5,-6,-3,-2,-5
Peg3 prom inh,-5,-184,14,-12,3,35,0,12
hiPSC survival,0.0,-2.3,0.7,-1.3,0.4,1.1,1.1,-0.3
PDI turbidity,2,-2,-1,3,-1,6,2,3
aDG glyco act,0.2,0.4,0.0,0.2,0.2,-0.5,-0.3,-0.1
NR2E3 ag-1,-12,24,-20,-2,0,3,-28,8
Granule exo inh,3,0,1,0,3,2,-2,7
TRPM1 prom inh,7,-10,13,5,-4,-16,-3,9

Laid out differently: four of the compounds above
27: O=C(O)c1cc2ccc3ccccc3c2[nH]1
  HIF-2a block = 3; Vif imaging = 21; NR2E3 ag-2 = 0; CaV13 ICDI inh = -8; Peg3 prom inh = 14; hiPSC survival = 0.7; PDI turbidity = -1; aDG glyco act = 0.0; NR2E3 ag-1 = -20; Granule exo inh = 1; TRPM1 prom inh = 13

28: CCC(C)c1ccccc1OCCOCCN1CCCC1 (configuration not stated)
  HIF-2a block = 15; Vif imaging = 1; NR2E3 ag-2 = 2; CaV13 ICDI inh = -5; Peg3 prom inh = -12; hiPSC survival = -1.3; PDI turbidity = 3; aDG glyco act = 0.2; NR2E3 ag-1 = -2; Granule exo inh = 0; TRPM1 prom inh = 5

29: CC(C)OCCCn1c(SC(C)C(=O)NCC2CCCO2)nc2cc(Cl)ccc2c1=O (configuration not stated)
  HIF-2a block = 5; Vif imaging = -10; NR2E3 ag-2 = -2; CaV13 ICDI inh = -6; Peg3 prom inh = 3; hiPSC survival = 0.4; PDI turbidity = -1; aDG glyco act = 0.2; NR2E3 ag-1 = 0; Granule exo inh = 3; TRPM1 prom inh = -4

30: Nc1nc(NCCCN2CCOCC2)nc(Nc2ccccc2)c1[N+](=O)[O-]
  HIF-2a block = -13; Vif imaging = -1; NR2E3 ag-2 = 1; CaV13 ICDI inh = -3; Peg3 prom inh = 35; hiPSC survival = 1.1; PDI turbidity = 6; aDG glyco act = -0.5; NR2E3 ag-1 = 3; Granule exo inh = 2; TRPM1 prom inh = -16

(continued)
33: c1ccc(-c2nnc(N3CCCC3)nc2-c2ccccc2)cc1
34: O=C(Nc1ccc(F)cc1)Nc1cccnc1
35: O=C(CCCOc1ccccc1)Nc1nc2ccccc2[nH]1
36: CC(=O)c1ccc(N2CCN(C(=O)C3CCCN(S(=O)(=O)c4c(C)[nH]c(=O)[nH]c4=O)C3)CC2)cc1 (configuration not stated)
37: CC1CCN(CCCNS(=O)(=O)c2cc(Br)cc3c2N(C(=O)C2CC2)CC3)CC1
38: Cc1nn(Cc2ccc(C(=O)Nc3nc4c(C)cccc4s3)o2)c(C)c1Br
39: Cc1c(F)cccc1NS(=O)(=O)c1ccc(OCCNS(C)(=O)=O)cc1
40: O=C(NCCN1CCC(n2c(=O)[nH]c3ccccc32)CC1)c1cccnc1Cl
41: CCOc1ccc(OCCC(=O)Nc2ccccc2C(=O)NC2CC2)cc1
42: COc1cc(C(=O)NCCC2=CCCCC2)ccc1OC1CCN(C(C)=O)CC1
43: Cc1cc(=O)c(C(=O)O)nn1-c1ccc(Cl)cc1

assay / entry,33,34,35,36,37,38,39,40,41,42,43
HIF-2a block,15,-41,-223,13,15,13,0,-1,1,-9,3
Vif imaging,-1,x,4,-3,0,-10,-26,x,-12,9,-3
NR2E3 ag-2,x,x,-2,1,2,0,0,x,x,-2,2
CaV13 ICDI inh,-4,-15,-2,-6,-2,-5,7,-10,-13,-4,-6
Peg3 prom inh,17,-26,-167,7,11,30,5,x,-2,-11,15
hiPSC survival,-0.6,-0.7,0.6,-0.3,-0.1,8.4,0.4,1.2,-0.7,-0.2,2.0
PDI turbidity,-10,9,0,-1,-5,2,-5,x,1,9,5
aDG glyco act,-0.1,0.0,0.0,0.0,0.2,-0.2,0.1,-0.2,-0.1,1.3,-0.1
NR2E3 ag-1,0,3,-69,3,-12,-19,16,-14,-3,-15,-28
Granule exo inh,-4,-4,-5,-1,6,7,-1,-4,-3,2,u
TRPM1 prom inh,21,-11,-77,7,-5,7,8,x,x,1,3
